# Rv3671c inh – Rv3671c serine protease inhibitors, primary screen, biochemical, fluorescence polarization, M. tuberculosis H37Rv; P9WHR9; inhibition, % at 5.96 µM; 0.048% of 320,000 active; in the data active = inhibition above about 38%;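 also: extracellular domain of Rv3671c used as enzyme; 0% = enzyme with DMSO and 100% = no enzyme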
# Target sequence (P9WHR9 whole entry, looked up, the tested form may be a part): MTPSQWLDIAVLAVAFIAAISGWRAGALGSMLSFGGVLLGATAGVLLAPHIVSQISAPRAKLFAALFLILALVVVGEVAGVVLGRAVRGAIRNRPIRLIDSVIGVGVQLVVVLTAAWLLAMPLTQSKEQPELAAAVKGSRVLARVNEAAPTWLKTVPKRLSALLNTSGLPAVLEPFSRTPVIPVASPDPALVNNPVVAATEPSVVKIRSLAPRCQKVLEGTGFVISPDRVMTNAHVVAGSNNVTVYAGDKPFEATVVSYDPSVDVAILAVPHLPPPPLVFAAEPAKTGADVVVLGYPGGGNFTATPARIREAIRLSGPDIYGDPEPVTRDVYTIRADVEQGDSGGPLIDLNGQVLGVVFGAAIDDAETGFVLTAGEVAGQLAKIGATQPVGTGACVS
# DUSP3 inh – VHR1 phosphatase inhibitors, primary screen, biochemical, absorbance, uHTS | recombinant VHR phosphatase, pNPP absorbance | inhibition, % at 13.3 µM | 0.52% of 290,000 active; in the data active = inhibition above about 50%; also: some compounds called inactive have numbers as strong as hits
# Target sequence (P51452 whole entry, looked up): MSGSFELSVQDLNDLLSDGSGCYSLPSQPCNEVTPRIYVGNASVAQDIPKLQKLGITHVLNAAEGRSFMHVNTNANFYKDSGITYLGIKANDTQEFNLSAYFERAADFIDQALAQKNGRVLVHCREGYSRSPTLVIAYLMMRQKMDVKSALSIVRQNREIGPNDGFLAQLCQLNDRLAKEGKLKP
# Y pestis TopoI – Yersinia pestis topoisomerase I inhibitors, primary screen, biochemical, cleavage product accumulation, plate reader, single point; DNA topoisomerase I (Yersinia pestis CO92); Y. pestis Topo-I cleavage product accumulation; activity, % at 10 µM; 0.064% of 360,000 active; AID 504884, 2011; in the data active = activity above about 50%, passing the limit was not always enough; inconclusive = no clear call, values can overlap the other calls; also: inactives centre near 2
# PfHsp40 rescue – rescue of yeast from PfHsp40 toxicity, primary screen, S. cerevisiae, ATP luminescence; AID 504582, 2011; 0.68% of 340,000 active; growth rescue, % at 12.5 µM; S. cerevisiae expressing PfHsp40, growth rescue; in the data active = growth rescue above about 28%, passing the limit was not always enough; inconclusive = no clear call, values can overlap the other calls;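 also: yeast W303a lacking pdr1 and pdr3 grown in galactose medium; growth measured after three days at 30 °C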
# SARS 3CLpro inh – SARS-CoV 3CLpro protease inhibitors, primary screen, biochemical, quenched FRET | Replicase polyprotein 1ab (Severe acute respiratory syndrome coronavirus), P0C6X7 | recombinant SARS-CoV 3CLpro, quenched FRET peptide cleavage | inhibition, % at 6 µM | 0.14% of 290,000 active | AID 1706, 2009; in the data active = inhibition above about 12%
# Vc quorum ag – inducers of Vibrio cholerae quorum light production without autoinducers, primary screen, BH1578 luxS cqsA deficient, single point. V. cholerae BH1578 lux reporter, luminescence, 6 h. activation, % at 18.7 µM. 0.16% of 350,000 active. AID 588436, 2011; in the data active = activation mostly above about 9.7%, no sharp cut-off; inconclusive = no clear call, values can overlap the other calls; inactive = mostly below about 3.7%; also: not every result past the cut was called active; inactives centre near 0; reference of the scale not given here
# MazF activator – activators of E. coli MazEF toxin-antitoxin RNase, primary screen, biochemical, fluorescence, uHTS; Endoribonuclease toxin MazF (Escherichia coli (strain K12)), P0AE70; FAM/BHQ RNA-DNA oligo cleavage fluorescence, 5 h; activation, % at 20 µM; 0.32% of 350,000 active; in the data active = activation above about 50%
# Target sequence (P0AE70 whole entry, looked up): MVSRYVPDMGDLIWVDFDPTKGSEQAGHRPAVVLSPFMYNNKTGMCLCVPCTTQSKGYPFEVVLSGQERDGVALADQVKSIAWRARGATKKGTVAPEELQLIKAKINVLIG
# Anthrax LF inh2 – Bacillus anthracis LF protease inhibitors, primary screen, biochemical, multiplex microsphere, MLPCN library | Lethal factor (Bacillus anthracis), P15917 | multiplex microsphere protease cleavage assay | inhibition, % at 10 µM | 0.12% of 360,000 active; in the data active = inhibition above about 30%; inconclusive = no clear call, values can overlap the other calls; also: plate controls were buffer without enzyme for full effect and enzyme alone for no effect
# TcdB GH inh – TcdB glycohydrolase inhibitors, primary screen, biochemical, single point, plate reader; AID 652162, 2013; Toxin B (Clostridioides difficile), P18177; 0.24% of 350,000 active; inhibition, % at 9.99 µM; TcdB glycohydrolase enzymatic assay; in the data active = inhibition above about 10%
# SSB-PriA inh – inhibitors of Klebsiella pneumoniae PriA binding to SSB C-terminal tail, primary screen, biochemical, AlphaScreen; inhibition, % at 33 µM; 0.6% of 430,000 active; PriA–SSB C-terminal tail interaction (Klebsiella pneumoniae); AlphaScreen SSBct-PriA binding, biotinylated peptide; AID 1272365, 2023; in the data active = inhibition mostly above about 37%, no sharp cut-off; inactive = mostly below about 20%;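 also: plate controls were negative control peptide for no effect and reference peptide for full effect; strong numbers were not always called active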
# * marks the source's active call; other numbers are inactive results; i = inactive; ? = inconclusive; · = not tested or not shown; & = joins results of further samples. Only part of the results is shown (hit frequency here may not be typical).
SMILES,Rv3671c inh,DUSP3 inh,Y pestis TopoI,PfHsp40 rescue,SARS 3CLpro inh,Vc quorum ag,MazF activator,Anthrax LF inh2,TcdB GH inh,SSB-PriA inh
CN(C)c1ccc(-c2nnn(CC(=O)Nc3ccc4c(c3)OCCO4)n2)cc1,2,23,9,-0.2,4,-1.6,6,4,0.4,-8
COc1cc(/C=C2\SC(N3CCC(C)CC3)=NC2=O)ccc1O,-4,2,16,1.8,-3,-0.3,-114,4,5.2,-3
O=C(NCC1CCCO1)c1ccc(COc2ccccc2)o1 (centres undefined),7,·,11,-0.4,·,1.9,6,-2,1.1,-8
CCCCN(CCCC)Cc1ccc(N)cc1,0,-9,7,0.4,-6,-0.4,-9,-5,·,6
CCN(CC)S(=O)(=O)c1cccc(N=NC2=C(O)CCCC2=O)c1,10,-1,7,1.5,3,-0.1,4,-3,·,18
O=C(/C=C/c1ccco1)N1CCN(C/C=C/c2ccccc2)CC1,2,-9,1,-0.3,6,-4.5,-9,-1,1.0,7
COc1ccc(NC2=NCCCCC2)cc1,4,17,-2,-0.5,2,i,5,9,-0.2,-4
O=C(Cn1cc(C(F)(F)F)ccc1=O)NCCc1ccc(Cl)cc1Cl,-9,13,-2,0.4,1,-0.2,-1,-1,·,2
CC(=O)N1CCc2c(sc(NC(=O)Cc3ccccc3)c2C(N)=O)C1,1,21,-2,-1.1,-8,-0.2,-35,6,1.9,115*
COc1ccc(CNC(=O)c2ccc3c(=O)n(CCCN4CCCC4=O)c(=S)[nH]c3c2)cc1,-6,13,7,-1.1,-1,i,7,-5,1.2,-1
NC(N)=Nc1nc(-c2ccccc2)c2cc(F)ccc2n1,0,12,-6,-0.1,-2,-2.4,26,-7,4.5,27
Clc1ccc2nc(C3CCN(Cc4ccccc4)CC3)[nH]c2c1,-2,47,-2,0.1,4,i,12,5,·,-1
O=C(CSc1nccn1Cc1ccco1)Nc1ccccc1,4,-9,0,0.9,1,-0.1,-11,0,0.7,3&8
COC(=O)C1=CN(c2ccc(Cl)cc2)C=C(C(=O)OC)C1c1ccc([N+](=O)[O-])cc1,·,14,0,6.1,1,i,-2,4,-0.3,16
CCN(CC)S(=O)(=O)c1ccc(N2CCOCC2)c(NC(=O)COc2ccc(C#N)cc2)c1,5,25,1,-0.8,-4,i,6,3,1.2,7
Cc1ccc2c(c1)/C(=N/O)CCS2,4,20,-8,-1.1,1,i,3,-1,·,·
CCN(CC)S(=O)(=O)c1cccc(C(=O)NN2Cc3ccccc3C2=N)c1,-10,-17,-5,-1.1,-7,i,4,1,1.0,3
C[C@H](CO)N1C[C@H](C)[C@@H](CN(C)C(=O)Nc2ccc3c(c2)OCO3)Oc2c(NC(=O)C3CC3)cccc2C1=O,-6,·,-3,5.0,·,i,-21,2,-0.7&1.7,-1
COc1cc(/C=C2\CC(C(C)(C)C)C/C(=C\c3cc(OC)c(OC)c(OC)c3)C2=O)cc(OC)c1OC (centres undefined),-31,·,-8,0.0,0,i,-4,3,0.7,4
CC(C)Oc1cccc(C(=O)C2CCCN(C(=O)c3ccoc3)C2)c1 (centres undefined),6,25,5,-0.8,1,-0.2,8,-1,0.0,-5
COc1ccc(CCn2c(=N)c(C(=O)NCC3CCCO3)cc3c(=O)n4ccccc4nc32)cc1 (centres undefined),9,6,7,-1.5,-7,-0.3,3,0,-8.7,-10
Cc1cc(Sc2nc(N(C)C)nc(N(C)C)n2)nc(Cl)n1,5,7,1,0.6,-2,-0.6,9,0,0.7,3
COc1ccc(N(CC(=O)Nc2cc(OC)ccc2OC)S(=O)(=O)c2c(C)nn(C)c2C)cc1,10,5,26,-0.2,-1,i,11,-8,1.3,-9
CC(C)CC(=O)Nc1nnc(SCC(=O)NCC2CCCO2)s1 (centres undefined),-6,10,1,-0.6,1,i,3,0,-0.4,-17
CCN(CC)c1nc(N(CC)CC)[nH]c(=O)n1,1,·,8,0.1,-3,-0.2,-2,·,·,1
# The listing continues:
SMILES,Rv3671c inh,DUSP3 inh,Y pestis TopoI,PfHsp40 rescue,SARS 3CLpro inh,Vc quorum ag,MazF activator,Anthrax LF inh2,TcdB GH inh,SSB-PriA inh
CC1CCCCC1n1c(-c2cccnc2)n[nH]c1=S (centres undefined),2,-26,?,-1.3,-1,-0.2,5,-5,3.9,-6
CCc1nnc(NC(=O)CSc2ccc(Cl)cc2)s1,-4,20,3,1.9,-1,-0.3,8,-16,0.3,2
COCCn1c(SCC(=O)Nc2ccccc2C(F)(F)F)nc2ccccc2c1=O,-8,11,14,-0.3,6,0.8,8,-14,0.7,1
COc1cc(NS(=O)(=O)c2ccc3c(c2)oc(=O)n3C)cc(OC)c1OC,1,21,15,1.0,0,0.5,9,2,0.0,-1
COc1ccccc1CNC(=O)c1cc(-c2ccccc2C)n(CC2CC(c3cccc([N+](=O)[O-])c3)=NO2)n1 (centres undefined),-27,·,24,0.4,·,-1.0,-12,-3,-0.2,8
COC(=O)c1ccc(COC(=O)c2cc3ccccc3oc2=O)cc1,5,-4,21,-2.7,-5,i,11,25,-0.4,-1
CCOC(=O)C1CCCN(C(=O)Cn2cccc2C(=O)c2ccccc2)C1 (centres undefined),6,12,0,0.0,10,-0.6,2,1,·,7
COc1ccc(NC(=O)CN(c2c(C)cccc2C)S(C)(=O)=O)cc1,-1,-1,-10,0.2,-1,1.4,-2,0,-3.5,-7
Cc1oc2c(c1C(=O)NCc1ccccc1)CCCC2,0,18,4,-1.1,1,-1.5,6,-1,·,1
COc1ccc(O)c(C(=O)c2cc(C#N)c(=O)n(CC3CCCO3)c2)c1 (centres undefined),-6,10,-4,-0.9,-1,i,-12,0,·,-10
CCOc1ccccc1/C=C/c1onc(C)c1S(=O)(=O)N1CCC(C(=O)NC(C)(C)C)CC1,-14,-9,15,-0.8,4,-5.1,-26,-2,0.3,-5
O=C(O)c1nccnc1C(=O)N1CCN(c2ccccc2)CC1,-8,-7,3,-0.3,1,-0.3,10,-2,0.8,-13
O=C(CN1CCC(n2nnc3cc(F)ccc32)CC1)NCCc1nc2ccccc2[nH]1,-1,24,8,-1.5,-2,-3.6,6,1,·,-3
Cc1ccc(OCCn2cc(/C=N/NC(=O)c3ccncc3)c3ccccc32)cc1,40*,-2,-14,18,4,-0.4,-16,-3,·,·
CC(=O)Nc1cccc(-c2nc3ccc(NC(C)=O)cc3s2)c1,-19,49,-9,0.9,-10,i,5,-4,0.6,-3
CC1=Nc2cc(C(=O)NCC3CCCO3)ccc2Sc2ccc(Br)cc21 (centres undefined),-8,39,28,4.3,1,i,3,-6,0.7,6
O=C(COC(=O)c1ccc(Cl)nc1)NCCc1ccc(Cl)cc1,-11,·,-5,-0.5,·,i,1,-7,-0.3,3
COc1ccc(C(=O)O)cc1NCc1ccc(C)s1,-9,-2,-4,-0.7,4,i,1,-6,3.4,3
CCOC(=O)N1CCN(C(=O)c2ccc(Cl)nc2)CC1,10,3,6,1.3,2,-0.4,6,-8,1.4,2
CCCCCCCCNc1ncnc2ccccc12,-13,5,25,0.1,-1,-3.7,-5,-3,·,-10
Nc1cc(N)cc(-c2nc3ccccc3[nH]2)c1,32,-4,-37,-1.4,-3,-0.5,15,-13,·,45*
COc1ccc(S(=O)(=O)N2CCOCC2)cc1NC(=O)CC1CC2CCC1C2 (centres undefined),6,·,18,-1.8,·,0.9,2,5,0.8,0
O=C(O)c1cc2c(=O)c3ccccc3oc2nc1C(F)(F)F,0,16,-1,0.9,-4,i,-6,-15,0.1,-1
CCCCc1ccc(NC(=O)CSc2nnc(C)c(=O)n2N)cc1,-10,21,15,-0.6,0,1.3,0,3,1.2,5
CCOc1ccc(N=C2NC(=O)/C(=C/C(=O)OC)S2)cc1,-5,0,-4,8.3,0,4.0,-3,-1,·,-7
Cc1ccc(S(=O)(=O)N(C)c2cc(S(=O)(=O)Nc3ccncc3)c(C)cc2C)cc1,6,8,3,-0.2,-3,0.2,-5,1,·,-4
COC(=O)c1ccccc1NC(=O)c1cc(OC)cc(OC)c1,-4,-1,14,1.8,-3,-0.8,3,4,·,-14
Cc1ccc(S(=O)(=O)N2CCN(C(=O)c3ccc(-n4cncn4)c([N+](=O)[O-])c3)CC2)cc1C,4,·,26,0.4,·,-0.5,2,0,-1.1,37
COc1cc(Br)cc(C2C3=C(CCCC3=O)N(c3ccc(F)cc3)C3=C2C(=O)CCC3)c1O,-2,5,2,-0.2,1,-0.6,7,-4,1.2,7

# Full records from above. Order of screens: Rv3671c inh | DUSP3 inh | Y pestis TopoI | PfHsp40 rescue | SARS 3CLpro inh | Vc quorum ag | MazF activator | Anthrax LF inh2 | TcdB GH inh | SSB-PriA inh
# Listed for O=C(COC(=O)c1ccc(Cl)nc1)NCCc1ccc(Cl)cc1 = -11 | · | -5 | -0.5 | · | i | 1 | -7 | -0.3 | 3
# Listed for COc1ccc(S(=O)(=O)N2CCOCC2)cc1NC(=O)CC1CC2CCC1C2 (centres undefined) = 6 | · | 18 | -1.8 | · | 0.9 | 2 | 5 | 0.8 | 0

# Among those listed so far, these have a halogen.
SMILES,Rv3671c inh,DUSP3 inh,Y pestis TopoI,PfHsp40 rescue,SARS 3CLpro inh,Vc quorum ag,MazF activator,Anthrax LF inh2,TcdB GH inh,SSB-PriA inh
O=C(Cn1cc(C(F)(F)F)ccc1=O)NCCc1ccc(Cl)cc1Cl,-9,13,-2,0.4,1,-0.2,-1,-1,·,2
NC(N)=Nc1nc(-c2ccccc2)c2cc(F)ccc2n1,0,12,-6,-0.1,-2,-2.4,26,-7,4.5,27
Clc1ccc2nc(C3CCN(Cc4ccccc4)CC3)[nH]c2c1,-2,47,-2,0.1,4,i,12,5,·,-1
COC(=O)C1=CN(c2ccc(Cl)cc2)C=C(C(=O)OC)C1c1ccc([N+](=O)[O-])cc1,·,14,0,6.1,1,i,-2,4,-0.3,16
Cc1cc(Sc2nc(N(C)C)nc(N(C)C)n2)nc(Cl)n1,5,7,1,0.6,-2,-0.6,9,0,0.7,3
CCc1nnc(NC(=O)CSc2ccc(Cl)cc2)s1,-4,20,3,1.9,-1,-0.3,8,-16,0.3,2
COCCn1c(SCC(=O)Nc2ccccc2C(F)(F)F)nc2ccccc2c1=O,-8,11,14,-0.3,6,0.8,8,-14,0.7,1
O=C(CN1CCC(n2nnc3cc(F)ccc32)CC1)NCCc1nc2ccccc2[nH]1,-1,24,8,-1.5,-2,-3.6,6,1,·,-3
CC1=Nc2cc(C(=O)NCC3CCCO3)ccc2Sc2ccc(Br)cc21 (centres undefined),-8,39,28,4.3,1,i,3,-6,0.7,6
O=C(COC(=O)c1ccc(Cl)nc1)NCCc1ccc(Cl)cc1,-11,·,-5,-0.5,·,i,1,-7,-0.3,3
CCOC(=O)N1CCN(C(=O)c2ccc(Cl)nc2)CC1,10,3,6,1.3,2,-0.4,6,-8,1.4,2
O=C(O)c1cc2c(=O)c3ccccc3oc2nc1C(F)(F)F,0,16,-1,0.9,-4,i,-6,-15,0.1,-1
COc1cc(Br)cc(C2C3=C(CCCC3=O)N(c3ccc(F)cc3)C3=C2C(=O)CCC3)c1O,-2,5,2,-0.2,1,-0.6,7,-4,1.2,7

# Compound activity deposited in PubChem by several laboratories.
